# Assay outcomes (PubChem)
# PGC1a acetyl inh: lowers PGC1a acetylation signal in U2OS cells; inhibition, % at 15.6 µM; AID 651687; 0.17% of 350,000 active; AlphaScreen anti-acetyl-lysine; with virally co-expressed GCN5 acetyltransferase;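 active = every replicate shows inhibition of at least 40%; inconclusive = mean inhibition at least 40% but some replicate below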;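 also: 0% = neutral control wells and 100% = positive control wells; some results beyond the cut were filed as inactive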
# LGR2 antag: Drosophila LGR2 receptor signaling inhibition; HEK293 LGR2, CRE-luciferase, bursicon-stimulated, 4 h; inhibition, % at 9.99 µM; 0.35% of 380,000 active; AID 720647;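 active = drop in luminescence signal, shown as inhibition above about 50% in the replicate tests, limit read from the data, passing the limit was not always enough; inconclusive = probably only some replicates passing the limit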;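 also: agonist challenge used bursicon conditioned medium at about half maximal strength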
# EWS-Fli inh: blocks EWS/Fli oncoprotein-driven transcription | A673 NR0B1-luciferase reporter, viability-normalised | inhibition, % at 12.6 µM | 0.67% of 350,000 active | AID 651661;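 active = mean inhibition of at least 50% after viability correction, with every replicate also passing that limit; inconclusive = mean reaches 50% but only one of two replicates passes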;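 also: firefly luciferase signal divided by Alamar Blue viability fluorescence both relative to DMSO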
# miR122 inh: blocks miR-122 activity in Huh7 sensor cells. Huh7 miR-122 Renilla luciferase sensor, 48 h; neutral wells = 0, positive control = 100. activation (reporter increase), % at 12.5 µM. 0.3% of 340,000 active. AID 602342;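 active = mean replicate activation score at least 90 and every replicate individually at or above 90; inconclusive = only one of the two criteria met; inactive = neither criterion met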;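 also: higher luciferase means less miR-122 activity so hits act as miR-122 inhibitors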
# Cneo AK release: Cryptococcus neoformans lysis via adenylate kinase release; C. neoformans lysis, adenylate kinase release luminescence, 4 h; normalised: neutral wells 0, clomiphene wells 100; lysis activity, % at 15 µM; 0.2% of 360,000 active; AID 651654;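 active = mean lysis activity across replicates of at least 80%, whatever share of replicates individually reach that level; inactive = mean lysis activity below 80%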
#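 read-out = cell lysis signal | test system = log-phase Cryptococcus neoformans yeast cells | input = cells at 5 × 10^6 per mL | medium = fresh YPD growth medium | signal = luminescent adenylate kinase detection reagent | timing = 4 h at 37 °C static, read 1 h later | dosing = single dose | controls = Clomiphene as positive lysis control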
# PAX8 reporter: inhibitors of PAX8 transcriptional activity in RMG-I cells; AID 652154; 1.2% of 360,000 active; RMG-I TPO-luciferase reporter, SteadyGlo, 24 h; inhibition, % at 12.6 µM;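 active = mean replicate inhibition at least 60% with every replicate also reaching 60%; inconclusive = only one of the two criteria is met; inactive = mean below 60% and not all replicates reaching 60%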;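 also: luciferase light reporting Pax8 driven TPO promoter activity; plate controls were median of neutral control wells for no effect and mitoxantrone controls for full effect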
# CASP6 VEID inh: inhibitors of human caspase-6. P55212. purified caspase-6, Z-VEID-R110 cleavage fluorescence. inhibition, % at 12.5 µM. 0.53% of 350,000 active. AID 686996;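 active = mean inhibition across replicates at least about 35%, with every replicate also reaching that limit, limit read from the data; inconclusive = only one of the two criteria met; inactive = neither criterion met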;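 also: 0% = median of neutral control wells and 100% = no fluorescence left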
# Target sequence (P55212 24-179 limits assumed): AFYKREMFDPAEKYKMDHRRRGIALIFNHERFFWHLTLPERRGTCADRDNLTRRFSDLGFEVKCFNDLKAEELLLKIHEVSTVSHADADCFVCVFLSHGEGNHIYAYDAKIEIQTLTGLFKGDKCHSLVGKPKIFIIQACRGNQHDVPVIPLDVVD
# Target sequence (P55212 194-293 limits assumed): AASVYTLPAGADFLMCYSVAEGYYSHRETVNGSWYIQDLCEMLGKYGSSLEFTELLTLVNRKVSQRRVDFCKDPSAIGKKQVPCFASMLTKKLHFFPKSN
# FN deposition inh: fibronectin deposition inhibition; 0.086% of 350,000 active; inhibition, % at 12.6 µM; AH1F fibroblasts, Alexa488-fibronectin deposition fluorescence, overnight; AID 743247;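 active = mean inhibition across replicates of 30% or more, regardless of how many single replicates reach that level; inconclusive = mean under 30% yet at least half of replicates reach 30%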;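 also: positive control wells lacked labelled fibronectin entirely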
#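 Assay system: AH1F fibroblasts assembling fluorescent fibronectin matrix; Amount: 10000 AH1F cells per well; Buffer or medium: DMEM, 2% serum; Probe or stimulus: Alexa488-fibronectin, 24 nM final in well; Doses: single compound dose, delivered by pin transfer; Incubation: 1 h adhesion, overnight exposure; Measured by: fluorescence 485/525 nm; Read-out: fibronectin deposition inhibition.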
# * = called active by the depositor; u = inconclusive; x = no result given; & = joins results of further samples; [ ] = remark or other dose. Outcome played no part in choosing rows (roughly 2.5% active in at least one column).
item	molecule	PGC1a acetyl inh	LGR2 antag	EWS-Fli inh	miR122 inh	Cneo AK release	PAX8 reporter	CASP6 VEID inh	FN deposition inh
1	CN1C(=O)N(C)C2(c3ccccc3)N(C)C(=O)NC12c1ccccc1 (configuration not stated)	x	x	x	29	0	0	x	-5
2	CCOC(=O)c1ccc(NC(=S)Nc2ccc3[nH]c(=O)[nH]c3c2)cc1	6	11	-2	-1	-2	-23	-3	9
3	CS(=O)(=O)Nc1ccccc1C(=O)Nc1ccc2c(c1)OCCO2	-2	x	x	-3	-2	-23	x	-8
4	CCOc1ccc(NC(=S)NCCCc2ccccc2)cc1	3	-10	5	2	2	2	-3	6
5	Nc1nnc(SCC(=O)NNC(=O)c2ccccc2)s1	x	-3	1	-2	x	13	3	-2
6	Cc1nc(C)c(C(=O)OCC(=O)Nc2ccccc2)s1	1	-9	-15	6	-1	-7	2	0
7	O=C(NC(c1ccc(Cl)cc1)c1cccnc1)C1CCN(CCOc2ccc(Cl)cc2Cl)CC1 (configuration not stated)	x	-14	1	-9	3	21	-6	10
8	NC(=O)c1cc(S(=O)(=O)Nc2cccc(Cl)c2)cs1	-1	-5	-1	x	0	-1	0	-1
9	CCc1cc2c(=O)n(Cc3ccco3)c(SCC(=O)NCC3CCCO3)nc2s1 (configuration not stated)	x	18	10	x	1	3	-1	-2
10	NC(=O)[C@H]1CC2(CC(c3cccc(NC(=O)COc4ccc(Cl)cc4)c3)=NO2)CN1C(=O)[C@H]1CCC(=O)N1 (some centres not stated)	x	7	0	-3	-4	-12	x	16
11	O=C(CSc1nnc(-c2cccc(Br)c2)o1)N1CCNC1=O	-8	-60	-89	4	-1	-140	1	1
12	C[C@@H]1CN([C@@H](C)CO)C(=O)c2cc(Br)cnc2O[C@H]1CN(C)Cc1cccc(F)c1	-3&-2	-13	1&0	0&2[16.7 µM]	-1&-5	x	0&-1	8
13	COc1ccc(NC(=O)C2CCN(S(=O)(=O)c3c(C)noc3C)CC2)cc1Cl	-3	-2	-1	-1	0	x	4	x
14	CCOc1ccc(Nc2nc3cc(S(=O)(=O)CC)ccc3o2)cc1	-3	-12	-23	1	0	-7	-4	5
15	C[C@@H]1CCCCO[C@@H](CN(C)C(=O)c2ccncc2)[C@H](C)CN([C@H](C)CO)C(=O)c2cc(NC(=O)CCC(F)(F)F)ccc2O1	1	-6	-3	-3[16.7 µM]	4	-5	x	-10
16	O=C(Nc1cc(Cl)ccc1-n1cncn1)c1cccs1	x	-16	0	x	0	27	-4	7
17	O=C(CSc1ccc(-c2ccc(Br)cc2)nn1)N1CCOCC1	7	-15	-19	0	0	-29	-11	5
18	O=C1NCCCc2nonc21	3	-6	2	-2	0	x	-4	x
19	N=C1/C(=C\c2coc3ccccc3c2=O)C(=O)N=C2SC(c3ccncc3)=NN12	3	-4	7	-5	-7	11	41*	7
20	CCOc1ccccc1NC(C)C(=O)NC(=O)NC1CCCCC1 (configuration not stated)	-12	-1	5	7	0	2	0	-9
21	NC(=O)CC[C@H](NC(=O)OCc1ccccc1)C(=O)OCc1ccc(Cl)cc1	8	-11	x	x	x	-1	x	-3
22	C#CCN1CC(COCCCC)Oc2cccc(Oc3ccc(C(C)(C)C)c(C)c3)c2S1(=O)=O (configuration not stated)	x	0	-2	x	x	2	-1	-3
23	Cc1c(Br)c([N+](=O)[O-])nn1CC(=O)NCC1CCCO1 (configuration not stated)	x	14	1	x	x	16	10	x
24	CCCCn1nnnc1C(c1ccccc1)N1CCN(c2ncccn2)CC1 (configuration not stated)	x	15	-6	x	x	-5	3	-5
25	O=C(CCl)N=c1sccn1Cc1ccccc1Cl	52*	-10	63*	x	0	100*	4	22
26	Cc1ccccc1NC(=O)CNC(=O)Cc1cccc2ccccc12	0	1	-8	2	2	2	1	2
27	C[C@H](CO)N1C[C@H](C)[C@@H](CN(C)C(=O)Nc2cccc3ccccc23)Oc2ccc(N(C)C)cc2C1=O	25	3	1	-6[16.7 µM]	-5	26	-3	6
28	Cc1cccc(-c2ccc(C3[C@@H]4CN(Cc5ccccc5F)C[C@H]3N4)cc2)c1 (some centres not stated)	-10	-14	-14	x	x	6	5	0
29	CCOc1cc(/C=C2/C(=O)ON=C2C)ccc1OCc1ccccc1F	-2	-8	-7	-3	0	x	-1	x
30	Cn1cccc1C(=O)OCC(=O)Nc1ccc2c(c1)OCCO2	x	u	-37	x	x	-83	-3	3
31	Cc1ccc(S(=O)(=O)N2C[C@@H](O)COC[C@H]3O[C@@H](CC(=O)NCCN4CCCCC4)CC[C@@H]32)cc1	7	-8	-2	6[16.7 µM]	46	-16	-64	-7
32	CC1=C(C(=O)OCCOc2ccccc2)C(c2coc3ccccc3c2=O)C2=C(CCCC2=O)N1 (configuration not stated)	7	x	19	x	x	17	-1	5
33	C[C@H](CO)N1C[C@H](C)[C@H](CN(C)S(C)(=O)=O)Oc2c(NC(=O)c3ccc(-c4nccs4)cc3)cccc2C1=O	-2	-3	4	14[16.7 µM]	0	x	-2	x
34	COC(=O)C(NC(=O)CNS(=O)(=O)c1ccc(Br)cc1)c1ccccc1 (configuration not stated)	-14	-12	-8	x	x	1	4	-14
35	COCC(=O)Nc1ccc2c(c1)OC[C@@H](C)N(Cc1cc(F)ccc1F)C[C@@H](C)[C@@H](OC)CN(C)C2=O	2	0	11	x	4	11	0	4
36	CCCCOC(=O)C1=C(C)Nc2ncnn2C1c1cccc(OC)c1 (configuration not stated)	x	x	x	-15	-2	-1	x	7
37	C[C@H](CO)N1C[C@H](C)[C@H](CN(C)Cc2ccc(C(=O)O)cc2)OCCCC[C@H](C)Oc2ccc(NS(=O)(=O)c3ccc(Cl)cc3)cc2C1=O	-1	4	-5	4[16.7 µM]	1	-36	1	1
38	COc1ccc(CC(=O)Nc2nnc(SCC(=O)NCc3ccco3)s2)cc1OC	-3	2	4	x	x	-11	0	-11
39	COc1ccccc1NC(=O)N[C@@H]1CC[C@H](CCn2cc(-c3cccnc3)nn2)O[C@@H]1CO	0	-24	-94	-4[16.7 µM]	1	-13	4	6
40	CCN1[C@@H]2c3ccc(-c4ccc(F)cc4)c(=O)n3C[C@@H]2[C@@H](CO)[C@@H]1C(=O)NCc1ccncn1	x	2	3	2[16.7 µM]	3	11	-4	x
41	O=C(NC(=S)Nc1sc2c(c1C(=O)O)CCCC2)c1ccccc1	x	-38	-17	x	0	-21	4	-3
42	CCOC(=O)c1cc2cc(C)ccc2[nH]1	-8	x	x	-1	0	-110	x	-6
43	Cc1nc(S(=O)(=O)c2ccc(Cl)cc2)c(N(C)C)o1	2	6	x	2	-1	3	-11	4
44	O=C(NCC1CCCN1S(=O)(=O)c1cccs1)C(=O)Nc1ccc(F)cc1 (configuration not stated)	x	-34	-24	x	x	-30	-5	16
45	CCOC(=O)NN=C1c2ccccc2-c2ccccc21	9	4	-6	3	-1	12	-1	6
46	O=C(/C(=C/c1ccc(Cl)cc1)c1nc2ccccc2[nH]1)c1ccccc1	-17	x	x	26	0	x	x	-8
47	COc1cc(OC)c(-c2c3cc(O)c(=O)cc-3oc3cc(O)c(O)cc23)cc1OC	x	25	-8	x	x	4	64*	-4
48	C[C@@H]1CN([C@@H](C)CO)S(=O)(=O)c2ccc(-c3ccccc3)cc2O[C@@H]1CN(C)C(=O)CC1CC1	-2	-25	4	-5[16.7 µM]	1	0	5	x
49	Cc1cccc2c3c([nH]c12)CCN(C)C3	3	0	-2	-6	0	-6	-18	3
50	COC(=O)[C@@H]1C[C@@]2(O)[C@@H](O)[C@@H](O)[C@@H](O)C[C@H]2N1CC1CCCCC1	x	15	-3	x	7	9	2	-4

# Copied from the list:
# compound 44 in FN deposition inh reads 16
# compound 43 in PGC1a acetyl inh reads 2

# (cont.)
item	molecule	PGC1a acetyl inh	LGR2 antag	EWS-Fli inh	miR122 inh	Cneo AK release	PAX8 reporter	CASP6 VEID inh	FN deposition inh
51	COc1ccc(CN(C)C[C@H]2OCCCC[C@H](C)Oc3ccc(NC(=O)CCCN(C)C)cc3C(=O)N([C@H](C)CO)C[C@H]2C)cc1	7	0	16	0[16.7 µM]	-1	-21	0	x
52	Cc1ccc2c(C)c(C(=O)N3CCC(O)(c4ccccc4)CC3)oc2c1C	x	1	-6	x	0	13	1	6
53	CCC(C(=O)NC1CCCC1)N(C(=O)c1snc(C(N)=O)c1N)c1ccc(OC)cc1 (configuration not stated)	x	1	4	x	1	4	-3	2
54	CC(=O)c1cccc(NC(=O)CC2Oc3ccc(C)cc3NC2=O)c1 (configuration not stated)	1	6	-6	-4	1	4	-1	-4
55	CC(=O)c1c(C)n(-c2ccc(Cl)cc2)c2ccc(O)cc12	x	-12	-16	x	x	0	2	4
56	COc1ccc(C2C(C#N)=C(N)N(c3ccccc3C#N)C3=C2C(=O)CCC3)cc1CN1CCCC1 (configuration not stated)	x	9	-4	x	x	-2	-14	-2
57	O=C(NCCCN1CCOCC1)C(=O)N/N=C/c1ccccc1	-2	-8	5	4	x	-1	2	-9
58	COc1ccc(CN(C)C[C@@H]2OCCCC[C@@H](C)Oc3ccc(NS(=O)(=O)c4cccs4)cc3C(=O)N([C@H](C)CO)C[C@H]2C)cc1	-7	2	-3	-15[16.7 µM]	4	6	-1	x
59	COC(=O)C/C=C/N(Cc1ccccc1OC)S(=O)(=O)CCl	3	22	-79	-8	-2	1	8	6
60	O=C(Cn1c(CO)nc2ccccc21)Nc1cc(C(F)(F)F)ccc1N1CCOCC1	-12	x	x	-1	1	24	x	-3
61	CC(C)OCCCNC(=O)CNC(=O)c1cccs1	-2	5	x	x	0	x	x	0
62	COc1cc(NC(=S)NC(=O)c2ccccc2F)ccc1NC(=O)c1cccs1	-9	-3	-11	-6	1	21	-2	1
63	O=C(CS(=O)(=O)c1ccc(Cl)cc1)N1CCN(c2ccccc2)CC1	4	2	-15	-8	2	16	-1	-6
64	CCC(C)NC(=O)c1c(F)c(F)c(F)c(F)c1F (configuration not stated)	8	-19	x	-1	27	x	x	x
65	COc1ccc(/C=C/C(=O)Nc2cc(S(=O)(=O)N3CCCCC3)ccc2N2CCCCC2)cc1OC	x	22	x	-3	3	8	x	3
66	O=C(c1cc2cc(Cl)ccc2o1)N1CCCC1	-6	-12	-66	-29	-1	-87	-3	-4
67	CCn1cc(/C=N\NC(=O)C2(C)CC2(Cl)Cl)c(C)n1 (configuration not stated)	1	9	x	-1	-1	x	x	x
68	C[C@@H]1CN([C@H](C)CO)C(=O)Cc2cc(NC(=O)Cn3cnnn3)ccc2O[C@H]1CN(C)Cc1ccc(-c2ccccc2)cc1	-4	2	-12	-7[16.7 µM]	0	-2	0	x
69	O=S(=O)(NCc1ccccn1)c1ccc(Cl)c(C(F)(F)F)c1	-14	17	7	3	3	13	-1	x
70	COc1ccc(C2=Nn3c(nnc3-c3cc(C)[nH]n3)SC2)cc1	x	-5	14	x	x	5	0	4
71	Cc1cc(=S)cc(C)n1CCCn1ccnc1	5	5	x	3	-1	x	x	x
